# TRHR agonist: activates the human TRH receptor | AID 493084 | activation, % at 2 µM | hit rate 0.18% among 360,000 | P34981 | TRHR cells, calcium flux fluo-8, FDSS agonist mode; in the data active means activation above about 30%; further: 0% is about no effect
#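 Fluo-8-loaded TRHR cells; 10 s baseline, compound added, kinetic Ca2+ fluorescence read 1/s, agonist mode.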
# IDH1 R132H inh: blocks human mutant IDH1 R132H enzyme; IDH1-R132H enzyme, NADPH consumption, diaphorase/resazurin fluorescence; O75874; Potency, µM (highest dose often 76.6 µM), without a hit: at the highest dose activity change, negative = inhibition, usual class: inhibitors; hit rate 0.093% among 390,000; further: potency means the concentration at half of the fitted maximal effect; on the % scale 0 is the no-effect control and ±100 the full control effect; nearly all actives have a fitted effect of over 65% in size
# Target sequence (O75874 whole entry R132H, stated change not applied): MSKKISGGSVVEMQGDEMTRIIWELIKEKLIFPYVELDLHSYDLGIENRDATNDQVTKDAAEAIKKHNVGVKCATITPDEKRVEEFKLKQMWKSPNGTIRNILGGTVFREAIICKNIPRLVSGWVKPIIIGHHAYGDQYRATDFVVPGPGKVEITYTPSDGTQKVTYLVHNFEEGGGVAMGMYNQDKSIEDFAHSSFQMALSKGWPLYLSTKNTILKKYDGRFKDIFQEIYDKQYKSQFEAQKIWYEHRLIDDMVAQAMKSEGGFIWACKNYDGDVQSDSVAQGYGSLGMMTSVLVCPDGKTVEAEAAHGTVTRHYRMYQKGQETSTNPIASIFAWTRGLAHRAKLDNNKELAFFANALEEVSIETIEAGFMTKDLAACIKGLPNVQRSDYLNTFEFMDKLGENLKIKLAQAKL
#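 IDH1-R132H (0.5 ug/mL) preincubated 30 min with compound, then NADPH (0.016 mM) and alpha-KG (2 mM) added; 80 min at RT, pH 7.5. Remaining NADPH coupled via diaphorase/resazurin to fluorescence (540/590 nm); concentration-response curves normalized to no-enzyme control.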
# TrxR1 substrate: substrates of rat thioredoxin reductase 1; O89049; purified TrxR1 substrate turnover, NADPH consumption readout; Potency, µM (highest dose often 114 µM), for inactives: at the highest dose activity change, negative = substrate turnover; hit rate 0.01% among 390,000; AID 588456; further: potency means the concentration at half of the fitted maximal effect; on the % scale 0 is the no-effect control and ±100 the full control effect; nearly all actives have a fitted effect of over 50% in size
#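 Rat TrxR1, dispensed at 90 nM, was prereduced with 400 uM NADPH (final) for 5 min at ~22 deg C, then incubated with compound 15 min before 400 uM selenite. A first-read NADPH fluorescence drop versus no-compound background flagged substrates.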
# TrxR1 inh: rat TrxR1 inhibition | recombinant rTrxR1, NADPH fluorescence consumption, selenite substrate | Potency, µM (series often up to 114 µM), for the others: at the top dose activity change, negative = inhibition, most hits filed as inhibitors | hit rate 1% among 390,000; further: potency means the concentration at half of the fitted maximal effect; on the % scale 0 is the no-effect control and ±100 the full control effect; nearly all actives have a fitted effect of over 65% in size
#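 Rat TrxR1 (90 nM in the dispensed reagent) was pre-reduced with 400 uM NADPH for 5 min at room temperature, then incubated with compound for 15 min. After 400 uM selenite was added, NADPH fluorescence (Ex 340/Em 450 nm) was followed for 8 min.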
# Pin1 inhibitor: inhibitors of human Pin1. Q13526. Pin1 FP peptide displacement, HiFluor488, 10 min. Potency, µM (titrated, usually from 115 µM), inactives show top-dose activity, negative = inhibition, actives largely listed as inhibitors. hit rate 0.009% among 390,000; active means well fitted inhibition curve with a large enough effect in the polarisation, with a control signal flat, not every such curve was filed as active; inconclusive means small, poorly fitted or top-dose-only effect, or effect the other way, or a change in a side signal; inactive means no such curve, though single readings can be large or run the other way; the % refers to the polarisation; further: potency means the concentration at half of the fitted maximal effect; on the % scale 0 is the no-effect control and ±100 the full control effect
# Target sequence (Q13526 whole entry, looked up): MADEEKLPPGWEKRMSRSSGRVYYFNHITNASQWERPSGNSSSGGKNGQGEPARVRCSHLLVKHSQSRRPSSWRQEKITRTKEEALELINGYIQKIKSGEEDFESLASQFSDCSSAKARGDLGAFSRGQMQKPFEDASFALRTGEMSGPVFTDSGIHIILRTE
# TRHR PAM: allosterically enhances the human TRH receptor. hit rate 0.66% among 360,000. TRHR cells, fluo-8 calcium fluorescence, EC20 TRH enhancement. enhancement, % at 2 µM; in the data active means enhancement above about 30%; further: 0% is about no effect
#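 Enhancer read-out: after compound pinning and an initial kinetic agonist-mode read, an EC20 of TRH (10 nM final) was injected and fluo-8 calcium signal (Ex 480/Em 530) followed at 1 s/cycle for 100 cycles in TRHR-expressing cells.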
# USP1 inh: USP1/UAF1 (human) deubiquitinase inhibition; hit rate 0.23% among 390,000; recombinant USP1/UAF1, Ub-Rhodamine cleavage fluorescence; Potency, µM (doses to about 57.1 µM), inactives show at the highest dose activity change, negative = inhibition, usual class: inhibitors; further: potency means the concentration at half of the fitted maximal effect; on the % scale 0 is the no-effect control and ±100 the full control effect; nearly all actives have a fitted effect of over 60% in size; inactives centre near -12
#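 1 nM enzyme complex + cpd, 15 min RT; start with Ub-Rho 150nM final; kinetic fluorescence ex 480/em 540, 6 reads q60 s. Buffer 50mM HEPES pH 7.8, 0.5mM EDTA, 0.1 mg/ml BSA, 1mM TCEP, 0.01% Tween-20.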
# D2 agonist: D2 dopamine receptor (human) agonism | HEK293 T-REx D2 cells, calcium flux agonist mode | hit rate 0.53% among 340,000 | P14416 | activation, % at 2 µM;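 active means activation over 3 SD above normal in the single-dose calcium agonist read, cut at about 30% in these data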; further: 0% is about no effect
# Target sequence (P14416 whole entry, looked up): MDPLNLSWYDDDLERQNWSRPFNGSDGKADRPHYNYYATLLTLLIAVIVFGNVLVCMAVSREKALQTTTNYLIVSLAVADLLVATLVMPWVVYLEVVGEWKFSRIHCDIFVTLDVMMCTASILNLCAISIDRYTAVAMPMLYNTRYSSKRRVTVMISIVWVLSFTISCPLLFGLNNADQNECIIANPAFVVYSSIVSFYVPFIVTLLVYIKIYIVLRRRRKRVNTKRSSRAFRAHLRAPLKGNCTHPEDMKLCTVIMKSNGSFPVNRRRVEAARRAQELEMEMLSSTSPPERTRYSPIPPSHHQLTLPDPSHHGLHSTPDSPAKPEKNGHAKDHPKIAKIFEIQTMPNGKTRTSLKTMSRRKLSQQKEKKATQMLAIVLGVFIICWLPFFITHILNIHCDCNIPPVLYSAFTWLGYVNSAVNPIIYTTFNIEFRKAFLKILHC
#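 Tetracycline-induced HEK293 Trex cells with D2 receptor force-coupled to calcium signaling, plated overnight at 30 C and loaded with no-wash calcium dye. Calcium flux read kinetically for 180 s after compound addition; responses flag agonists.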
# D2 antagonist: D2 dopamine receptor (human) antagonism; hit rate 2% among 340,000; AID 485344; inhibition, % at 10 µM; HEK293 TREx D2 cells, calcium flux, dopamine EC80; in the data active means inhibition above about 30%; further: 0% is about no effect
#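 Read-out: kinetic calcium fluorescence (1 cycle/s) in inducible HEK293 T-REx D2 cells after an EC80 dopamine addition that followed 180 s compound preincubation. Loss of the dopamine response indicates antagonism.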
# * marks the source's active call; other numbers are inactive results; ? = inconclusive; nt = not tested or not shown; & = joins results of further samples; [ ] = another dose, or the depositor's remark. Unless noted, the call rests on the fitted dose curve; in most records, active means well fitted inhibition curve with a large enough effect; inconclusive means small, poorly fitted or top-dose-only effect; inactive means no such curve, though single readings can be large or run the other way.
SMILES,TRHR agonist,IDH1 R132H inh,TrxR1 substrate,TrxR1 inh,Pin1 inhibitor,TRHR PAM,USP1 inh,D2 agonist,D2 antagonist
Cc1cc2c(cc1C)C(c1ccccc1OC(C)C)CC(=O)N2 (stereo unspecified),0.4,20%,-1%,7%,-4%,3,-21%,-0.4,-8
CN(C)S(=O)(=O)c1cc(NC(=O)CN2CCN(c3ccc(O)cc3)CC2)ccc1Cl,0.1,4%,3%[57.1 µM],9%[57.1 µM],4%,-2,-20%,13,1
CC(C)(C)Nc1nc(C(N)=O)nc(N2CCOCC2)n1,0.8,3%,-8%,5%,-5%,-2,-4%,0.3,15
CC(=O)Nc1cccc(OCC(O)Cn2cnc3ccccc32)c1 (stereo unspecified),0.8,6%,-1%,7%,-2%,12,-10%,-0.1,-3
Cc1nn(C2CCS(=O)(=O)C2)c(Cl)c1/C=C/C(=O)OCC(=O)Nc1ccccc1OC(F)F (stereo unspecified),0.1,1%,-5%,5%,1%,-4,-7%,1.1,-6
COc1ccc(OC)c(N(CC(=O)Nc2cccnc2)S(=O)(=O)c2ccc(C)cc2)c1,0.1,-2%,-2%,8%,-3%,-7,-25%,0.2,10
NC(=O)CSc1nnc2n(N)c(=O)c3ccccc3n12,0.5,-13%,1%,0%,-1%,-8,-6%,nt,nt
CCc1[nH]c(=O)c(C#N)c2c1CCCC2,-0.1,10%,8%,18%,0%,-6,-10%,0.2,3
COc1cc(/C=C/C(=O)N(C)c2ccccc2C(=O)O)cc(OC)c1OC,0.0,0%,-4%,-9%,-2%,7,-13%,-0.3,-6
CCOc1ccc(C(=O)c2cn(CC(=O)Nc3ccc4c(c3)OCCO4)c3ccc(OC)cc3c2=O)cc1,0.5,-7%,-1%,15%,115%[activator],22,-31%,0.8,nt
CC(CCc1ccccc1)NC(=O)c1cnc(Cl)c(Cl)c1 (stereo unspecified),0.7,14%,15%,33%,-3%,-12,-26%,-0.3,43*
CCCCN(C(=O)Cc1cccc(F)c1)c1c(N)n(CCC)c(=O)[nH]c1=O,1.0,1%,0%,10%,3%,-3,-24%,2.0,37*
COCCN(CCOC)c1nc(-c2ccc([N+](=O)[O-])cc2)nc2ccccc12,0.5,12%,-5%,14%,-6%,-6,-17%,-1.5,-4
Cc1cc(C)c(S(=O)(=O)/N=C2\C=CC(=O)C(Cl)=C2)c(C)c1,-1.4,5%,5%,18µM*,?,-6,-19%,-0.3,2
COc1cccc(-c2nc(-c3ccc(NC(=O)c4ccncc4)cc3)no2)c1,0.4,-1%,-3%,-14%,11%,-2,-19%,0.7,-9
Cc1ccccc1OCC(=O)OCC(=O)Nc1ccc(S(N)(=O)=O)cc1,-0.3,-3%,1%,19%,2%,-4,-19%,0.4,11
O=C(NN1C(=O)NC2(CCCCC2)C1=O)c1cc(F)cc(F)c1,-0.3,1%,-7%,-9%,-8%,-3,-15%,0.5,-17
c1ccc2cc(OCc3nc4ccccc4[nH]3)ccc2c1,-0.2,0%,4%,-2%,-4%,8,-20%,-0.5,5
Cc1csc(NC(=O)c2ccc(OCC3CCCO3)cc2)n1 (stereo unspecified),-0.1,6%,6%[57.1 µM],16%[57.1 µM],-1%,2,-9%,0.9,3
Cc1cc(C)cc(-n2ccn(CC(=O)NCCc3ccccc3)c(=O)c2=O)c1,-0.6&0.0,1%&-15%,1%&2%,?,-6%&0%,-3&0,-11%&-7%,0.3&-0.7,12
COCCNC(=O)/C(C#N)=C1\N=C(NC(=O)c2cccs2)c2ccccc21,1.0,-4%,2%,8%,2%,-1,?,-0.1,4
COC(=O)C1=C(C)N(CCc2c[nH]c3ccccc23)C(=O)/C1=C\N(C)C,1.2,3%,-9%,10µM*,23%,0,-2%,1.4,1
CCc1ccc(NC(=O)CN(c2ccccc2)S(=O)(=O)N(C)C)cc1,-0.2,0%,-8%,2%,5%,7,-1%,0.0,0
Cc1ccc(-n2c(=O)c3c4c(sc3n(Cc3ccccc3F)c2=O)CCC4)cc1C,-0.1,8%,2%[2.29 µM],1%,6%,-2,-15%,nt,nt
CCn1ccc(C(=O)NCCCN2CCCC2=O)n1,0.0,-6%,0%,17%,-6%,-2,-13%,5.2,-25
COc1ccccc1Oc1ccc(S(=O)(=O)N2CCCCC2C)cc1 (stereo unspecified),1.3,3%,-4%[57.1 µM],3%[57.1 µM],1%,-7,-5%,1.2,-1
CCCCN1CC(c2nc3ccccc3n2CCCCOc2cc(C)ccc2C)CC1=O (stereo unspecified),-1.0,5%,-4%,9%,-1%,5,-5%,-1.7,nt
Cc1ccc(NC(=O)CCC(=O)NNC(=S)Nc2ccccc2)c(C)c1,-0.4,9%,-18%[57.1 µM],-3%[57.1 µM],1%,-4,-6%,-0.6,-3
O=C(OC1CCOC1=O)c1ccc(S(=O)(=O)N2CCCCCC2)cc1 (stereo unspecified),0.4,-1%,-4%,-5%,-4%,-6,-9%,-0.1,-1
O=C(OCC(=O)c1ccco1)c1ccc2ncsc2c1,-0.3,-4%,3%[57.1 µM],27%[57.1 µM],1%,3,-9%,-1.0,5
CCC(=O)OCCCNc1nc(-c2ccc(Cl)cc2)nc2ccccc12,1.8,-15%,-3%,-11%,2%,-4,-3%,1.0,nt
Cc1cccc(NC(=O)c2sc3nc(N4CCOCC4)c4c(c3c2N)CCCC4)c1,1.1,-13%,0%,18%,0%,1,-12%,-0.4,-2
Clc1ccccc1CSc1nnc(/C=C/c2ccccc2)o1,1.1,1%,5%[57.1 µM],17%[57.1 µM],-1%,-6,-8%,0.2,-15
Cc1cc(C)c2c(n1)sc1c(=O)n(Cc3ccccc3Cl)nnc12,-0.1,6%,-9%,-17%,-2%,-4,3%,nt,nt
Cc1ccc(CS(=O)(=O)c2nc3c(c(N(C)C)n2)CCCC3)cc1,-0.1,15%,10%,-4%[57.1 µM],2%,2,-15%,nt,nt
COc1ccccc1Cn1ccn(Cc2ccc(C)cc2)c(=O)c1=O,0.5,8%,-15%,-11%,6%,-9,8%,0.8,nt
CC(C)(C)c1ccc(OCC(O)CN2CCc3ccccc3C2)cc1 (stereo unspecified),nt,11%,-1%,8%,3%,nt,-20%,nt,nt
O=C1Nc2ccccc2C1C(C[N+](=O)[O-])c1ccccn1 (stereo unspecified),0.2,6%,1%,-6%,-4%,-4,-9%,2.2,1
CC(=O)CCn1cnc([N+](=O)[O-])n1,0.5,8%,-21%[57.1 µM],17%[57.1 µM],7%,3,-9%,0.3,-1
COc1cccc(-c2nn(-c3ccccc3)cc2CNC(C)Cn2cncn2)c1 (stereo unspecified),-0.1,2%,-4%,3%[57.1 µM],0%,-1,?,1.1,-6
CCOC(=O)NC(=O)CSc1nc(C)cc(C(F)(F)F)c1C#N,1.0,3%,4%,16%,?,-6,-18%,nt,nt
Cc1ccc(N(CC(=O)Nc2ccc3c(c2)OCCO3)S(C)(=O)=O)cc1,-1.7,0%,5%[11.4 µM],15%[11.4 µM],-12%,11,1%,-0.5,-23
CCOc1ccccc1N(CC(=O)NCCSCc1ccco1)S(=O)(=O)c1ccccc1,0.4,-11%,-8%,22µM*,10%,3,-2%,-0.7,-28
CC(=O)CCc1ccc(OC(=O)c2cccnc2)cc1,-0.1,0%,2%,1%,-10%,-6,-3%,0.1,13
O=C(NCCc1cn2ccccc2n1)c1ccccc1F,-0.1,0%,11%,16%,-2%,-2,-20%,0.2,4
O=C(COc1ccc(Cl)cc1)Nc1nc(-c2ccncc2)cs1,0.3,5%,4%,9%,-3%,1,-18%,-1.0,14
COC(=O)c1cc(-c2ccc(Br)cc2)c2c(=O)[nH]c(=O)n(C)c2n1,-0.9,4%,19%,-6%,-2%,-4,0%,0.1,-3
CCOC(=O)N1CCN(C(=O)c2c(Cl)cnn2C)CC1,0.8,18%,6%,16%,-2%,1,-21%,-0.4,3
O=C1N/C(=C/c2ccc(Br)cc2)C(O)=C1C=NCc1ccccc1,0.4,0%,-8%,3%,0%,2,-1%,nt,nt
CCOC(=O)C1CCN(C(=O)COC(=O)CNS(=O)(=O)c2ccc(SC)c([N+](=O)[O-])c2)CC1,nt,7%,0%,-16%,-7%,nt,-17%,nt,nt
O=C(NNc1cccc(Cl)n1)c1c(Cl)cccc1Cl,1.2,5%,-7%,-11%,1%,2,-4%,-0.1,2
O=C(O)c1cc(-c2ccccc2Cl)n(-c2cccc(Cl)c2)n1,1.1,33%[activator],-9%,-13%,?,-1,-17%,1.4,-6
COc1cccc(CNC(=O)Cc2csc3ccccc23)c1OC,-0.6,nt,0%,-11%,13%,2,-21%,0.9,nt
COc1ccccc1N1C(=O)CC(N2CCc3ccccc32)C1=O (stereo unspecified),0.0,1%,-1%,?,-1%,6,-11%,-2.7,-1
Cc1ccc(C)c(NC(=O)N2CCc3cc(S(=O)(=O)N4CCC(C)CC4)ccc32)c1,0.5,nt,0%,12%,1%,5,-18%,0.4,nt
Cc1ccc(C(=O)c2c(NC(=O)c3ccccc3C)sc(C)c2C)cc1,-0.2,4%,-3%,8%,?,-11,-15%,-0.3,13
Nc1ncnc2c1ncn2C1CCC(CO)C(O)C1 (stereo unspecified),1.2,5%,6%,24%,-10%,5,-5%,1.9,-13

# Three compounds already listed, ordered by the value under USP1 inh, high to low.
compound | TRHR agonist | TrxR1 substrate | TrxR1 inh | Pin1 inhibitor | TRHR PAM | USP1 inh | D2 antagonist
Clc1ccccc1CSc1nnc(/C=C/c2ccccc2)o1 | 1.1 | 5%[57.1 µM] | 17%[57.1 µM] | -1% | -6 | -8% | -15
O=C(O)c1cc(-c2ccccc2Cl)n(-c2cccc(Cl)c2)n1 | 1.1 | -9% | -13% | ? | -1 | -17% | -6
Cc1cc2c(cc1C)C(c1ccccc1OC(C)C)CC(=O)N2 (stereo unspecified) | 0.4 | -1% | 7% | -4% | 3 | -21% | -8

# From PubChem BioAssay

# Only part of the results is shown; count on the stated rates, not on these rows.
